PLC-gamma1 inh = inhibitors of human phospholipase C gamma1; hit rate 0.84% among 370,000; AID 720700; inhibition, % at 12.2 µM; purified PLC-gamma1, fluorogenic substrate, fluorescence; P19174; in the data active = inhibition above about 9.5%
Tn6 DDE FP = DD(E)-Tn6 binding inhibition, primary FP screen; Fibrin DD(E) TRITC-Tn6 fluorescence polarization displacement; inhibition, % at 8.3 µM; hit rate 0.21% among 370,000; AID 720509;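 active = inhibition above a per-campaign cutoff: mean of compounds within control limits plus 3 SD, cut at about 15% in these data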;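 also: 0% = median of all compound wells on the plate and 100% = blocking peptide control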
ARFGAP1 inhibitor = rat ARFGAP1 inhibition; Arfgap1-stimulated ARF1 GTP hydrolysis, GDP FP detection; hit rate 0.26% among 360,000; inhibition, % at 16.5 µM; Q62848;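 active = inhibition above a per-plate limit, mean inhibition of low control wells plus 3 SD, cut at about 25% in these data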;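 also: 0% = DMSO wells with enzyme and 100% = wells lacking Arfgap1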
Target sequence (Q62848 1-136 limits assumed): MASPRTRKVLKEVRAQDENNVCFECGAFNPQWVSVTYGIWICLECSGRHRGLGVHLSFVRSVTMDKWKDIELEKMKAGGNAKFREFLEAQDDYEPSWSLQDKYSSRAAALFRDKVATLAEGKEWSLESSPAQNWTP
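System: truncated rat Arfgap1 GAP domain / Benchmarks: high control wells lacking Arfgap1, low control full reaction with DMSO / Times: compound-enzyme preincubation 20 min, reaction 120 min, detection 60 min, 25 °C / Repeats: one replicate per compound / Also added: human ARF1(Δ1-17)-GTP substrate / Measured by: Tracer-displacement fluorescence polarization with EDTA stop, 620/688 nm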
PLCb3 inh = blocks human PLC-beta3 enzyme activity; Q01970; Purified PLC-beta3, fluorogenic substrate, fluorescence; inhibition, % at 12.2 µM; hit rate 0.18% among 370,000; in the data active = inhibition above about 11%;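 also: 0% = median of compound wells on plate and 100% = full blocker control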
UHRF1 binding = human UHRF1 methylated DNA binding inhibitors | Q96T88 | UHRF1 binding to methylated oligo, TR-FRET | inhibition, % at 4.4 µM | hit rate 0.75% among 370,000; in the data active = inhibition above about 21%;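 also: UHRF1 SRA domain binding a hemimethylated CpG hairpin DNA probe; 0% = median of test compound wells and 100% = reference inhibitor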
Rev-erbA mod = modulators of human Rev-erb alpha DNA binding; P20393; Rev-erbα–FITC-DNA binding, fluorescence polarization, 90 min; activity, % at 10 µM; hit rate 0.79% among 370,000; AID 1259318;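 active = activity above about 14%, limit read from the data; passing the limit was not always enough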;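 also: 0% = DMSO wells with 35 nM protein and 100% = DMSO wells with 750 nM protein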
Target sequence (P20393 whole entry, looked up): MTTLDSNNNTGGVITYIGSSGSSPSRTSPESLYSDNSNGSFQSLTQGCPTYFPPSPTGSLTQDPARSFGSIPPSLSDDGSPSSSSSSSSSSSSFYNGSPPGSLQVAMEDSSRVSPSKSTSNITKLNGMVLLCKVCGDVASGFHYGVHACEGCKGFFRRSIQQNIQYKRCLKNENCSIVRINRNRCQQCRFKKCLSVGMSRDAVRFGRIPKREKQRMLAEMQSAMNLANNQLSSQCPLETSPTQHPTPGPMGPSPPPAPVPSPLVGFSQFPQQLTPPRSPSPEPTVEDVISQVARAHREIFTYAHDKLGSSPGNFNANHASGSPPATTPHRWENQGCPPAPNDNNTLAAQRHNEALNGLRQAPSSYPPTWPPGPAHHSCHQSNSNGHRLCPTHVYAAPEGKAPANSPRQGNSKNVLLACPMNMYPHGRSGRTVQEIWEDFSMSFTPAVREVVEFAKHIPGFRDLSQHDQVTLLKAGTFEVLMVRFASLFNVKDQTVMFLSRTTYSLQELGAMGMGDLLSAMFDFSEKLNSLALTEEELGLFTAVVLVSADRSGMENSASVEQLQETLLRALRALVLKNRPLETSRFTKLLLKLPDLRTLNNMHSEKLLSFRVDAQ
sPLA2-III inh = Blocks human group III sPLA2 activity | Q9NZ20 | QFRET BODIPY PC-A2 liposome hydrolysis, fluorescence | inhibition, % at 12.2 µM | hit rate 0.56% among 370,000;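 active = inhibition above mean plus 3 SD of compounds lying within the high and low control bounds, cut at about 19% in these data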;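 also: 0% = median of test compound wells and 100% = no enzyme DMSO wells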
ASAP1 GAP inh = blocks human ASAP1-stimulated Arf1 GTP hydrolysis; Q9ULH1; GDP FP detection; inhibition, % at 16.5 µM; hit rate 0.19% among 360,000; in the data active = inhibition above about 25%;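 also: 0% = vehicle with enzyme and substrate and 100% = no enzyme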
proKLK7 act = activates the human kallikrein-7 zymogen; hit rate 0.9% among 370,000; P49862; activation, % at 7 µM; purified proKLK7, EDANS-DABCYL substrate fluorescence; 100% is mature enzyme control, 0% vehicle;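 active = activation above the mean of all tested compounds plus 3 SD, computed per campaign excluding outliers beyond control limits, cut at about 13% in these data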
Target sequence (P49862 whole entry, looked up): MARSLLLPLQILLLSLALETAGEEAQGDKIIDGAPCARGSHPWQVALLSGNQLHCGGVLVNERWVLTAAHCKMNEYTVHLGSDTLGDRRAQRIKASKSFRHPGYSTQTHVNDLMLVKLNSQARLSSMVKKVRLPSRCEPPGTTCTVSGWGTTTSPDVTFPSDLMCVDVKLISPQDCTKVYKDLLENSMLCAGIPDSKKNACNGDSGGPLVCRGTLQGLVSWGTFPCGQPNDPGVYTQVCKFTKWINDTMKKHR
Tn7 DDE FP = disrupts Tn7 cyclic peptide binding to fibrin D-Dimer-E complex; FP displacement of FITC-Tn7 peptide from fibrin DD(E); 0% = median of compound wells per plate; inhibition, % at 8.3 µM; hit rate 0.13% among 370,000;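 active = inhibition above the mean of compounds falling within the control limits plus 3 SD of them, cut at about 14% in these data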;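 also: 0% = plate median of compound wells and 100% = 10 µM Aha-Tn7 peptide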
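Also added: labelled Tn7 tracer, 0.1 µM; Assay system: human fibrin DD(E) protein; Amount: 2 µM fibrin DD(E); Schedule: 10 min compound pre-incubation, 3 h probe incubation at room temperature; Repeats: one replicate per compound; Read-out basis: percent inhibition; Measured by: fluorescence polarization of the labelled Tn7 tracer.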
* = called active by the depositor. Hits appear at their usual frequency; overall some 4.5% were active at least once.

| PLC-gamma1 inh | Tn6 DDE FP | ARFGAP1 inhibitor | PLCb3 inh | UHRF1 binding | Rev-erbA mod | sPLA2-III inh | ASAP1 GAP inh | proKLK7 act | Tn7 DDE FP | molecule |
| --- | --- | --- | --- | --- | --- | --- | --- | --- | --- | --- |
| 1 | -1 | -11 | 0 | 0 | -2 | 0 | -8 | -0.7 | 4 | COCCN(C(=O)c1ccco1)c1nnc(-c2ccc(OC)c(OC)c2)s1 |
| 2 | -5 | 7 | -1 | -2 | 7 | -23 | -10 | 0.4 | -2 | O=C(COC(=O)Cc1cccc2ccccc12)Nc1ccccc1-c1ccccc1 |
| -114 | 3 | 0 | -158 | 9 | 0 | 6 | 10 | 4.2 | 2 | [O-][n+]1c2ccccc2cc2ccccc21 |
| -2 | -2 | 2 | -7 | 1 | -1 | -1 | 10 | -0.2 | 6 | COc1ccc(C(C)NS(=O)(=O)Cc2ccccc2)cc1 (stereo not drawn) |
| -4 | -1 | 7 | -5 | 6 | -4 | -2 | -3 | 0.1 | 0 | O=C(N=Nc1c(O)[nH]c2ccccc12)c1cccc(S(=O)(=O)Nc2ccccc2Cl)c1 |
| 2 | 1 | 5 | 1 | -1 | 6 | 0 | 16 | 0.7 | -1 | O=C(O)/C=C1\NC(=O)c2ccccc21 |
| -22 | 0 | -4 | -25 | 1 | 2 | 7 | -2 | 0.0 | 4 | O=C(O)CCC(=O)N1CCN(c2ccc(C(=O)c3ccc(F)cc3)cc2)CC1 |
| -2 | 2 | 11 | 2 | 3 | 0 | 4 | -6 | 0.2 | -4 | Cc1nnc(C)n1/N=C/c1ccc(C(C)C)cc1 |
| 6 | -4 | -6 | -9 | 5 | 1 | 12 | 1 | -0.5 | -2 | COc1ccc(NC(=O)CN2C(=O)NC(C)(C3CC3)C2=O)c(OC)c1 (stereo not drawn) |
| 2 | -6 | 4 | -3 | 0 | -3 | 4 | -6 | 0.6 | -2 | CCOc1cccc(C(=O)Nc2ccccc2N2CCN(C(=O)C(C)C)CC2)c1 |
| -3 | 5 | 2 | 1 | 3 | 0 | -26 | -3 | 0.7 | 2 | COc1ccc(-c2nn(-c3ccccc3)cc2C(=O)NCCCn2ccnc2)cc1 |
| -6 | 2 | -10 | -8 | -2 | 0 | -19 | 6 | -0.1 | 4 | Cc1[nH]c2ccccc2c1C(=O)C(=O)N1CC=C(c2ccccc2)CC1 |
| -1 | 2 | 0 | -2 | -3 | -4 | 2 | 5 | 0.5 | -6 | CCCCCCCCc1c(O)nc(-n2[nH]c(C)c(CCO)c2=O)[nH]c1=O |
| 2 | -1 | -1 | 4 | -1 | 0 | -6 | -5 | 0.0 | -2 | CN(CC(=O)Nc1ccc(Cl)c(C(F)(F)F)c1)C(=O)COC(=O)C1CC2CCCC(C1)C2=O (stereo not drawn) |
| -2 | -2 | 12 | -5 | 17 | 1 | 0 | 14 | -0.1 | 3 | CC(=O)Nc1ccc(Sc2ncccc2C(=O)Nc2cc(Cl)cc(Cl)c2)cn1 |

Reprinted from the part before: two entries, then new ones.
| PLC-gamma1 inh | Tn6 DDE FP | ARFGAP1 inhibitor | PLCb3 inh | UHRF1 binding | Rev-erbA mod | sPLA2-III inh | ASAP1 GAP inh | proKLK7 act | Tn7 DDE FP | molecule |
| --- | --- | --- | --- | --- | --- | --- | --- | --- | --- | --- |
| 2 | -1 | -1 | 4 | -1 | 0 | -6 | -5 | 0.0 | -2 | CN(CC(=O)Nc1ccc(Cl)c(C(F)(F)F)c1)C(=O)COC(=O)C1CC2CCCC(C1)C2=O (stereo not drawn) |
| -2 | -2 | 12 | -5 | 17 | 1 | 0 | 14 | -0.1 | 3 | CC(=O)Nc1ccc(Sc2ncccc2C(=O)Nc2cc(Cl)cc(Cl)c2)cn1 |
| -26 | 4 | -4 | -48 | 1 | -4 | -20 | 2 | -1.0 | 6 | Nc1c(C=C2C=CC(=O)C=C2)c(=O)nc2sc(CC(=O)N3CCCC3)nn12 |
| 1 | 2 | 6 | 3 | -2 | 3 | 1 | 6 | 0.4 | 1 | CCC12CN3CCN(CC(C3)/C1=N\NC(=O)c1ccc(C(C)(C)C)cc1)C2 |
| 1 | 5 | 1 | 5 | 3 | 3 | 1 | -6 | 1.0 | 0 | Cc1nn(CC(=O)NCc2cccc(F)c2)c(=O)c2cccn12 |
| -2 | 5 | 10 | -5 | -3 | -7 | 0 | -1 | 0.1 | 1 | Cc1cc(C)n(-c2nc3ccccc3n3c(C)nnc23)n1 |
| -1 | 1 | -1 | -5 | -2 | 2 | 1 | -8 | 0.2 | -3 | CC(C)NC(=O)C1C(c2ccc(C(F)(F)F)cc2)=Nc2ccccc2N1C(=O)c1cccc2ccccc12 (stereo not drawn) |
| -2 | 5 | -3 | -1 | 0 | 4 | -63 | -1 | 1.0 | 5 | Cn1c(SCC(=O)c2cc(Cl)c(Cl)s2)nnc1-c1ccco1 |
| 2 | -4 | -5 | -5 | 0 | 3 | -7 | -2 | 0.0 | -5 | CN(CC(=O)NC1CCCCCCC1)S(=O)(=O)c1cnc[nH]1 |
| 3 | -2 | 7 | -5 | 1 | 12 | 9 | 14 | 0.6 | -5 | COc1ccc(NC2CCCN(C(=O)c3ccccc3C(F)(F)F)C2)cc1 (stereo not drawn) |
| 7 | 1 | 10 | 9 | 2 | -3 | 4 | 4 | 0.1 | -9 | Cc1ccc(N(C(=O)c2ccc(S(=O)(=O)N3CCCC3)cc2)C2C=CS(=O)(=O)C2)cc1 (stereo not drawn) |
| 2 | 5 | -4 | 0 | -3 | 0 | 4 | 0 | -0.6 | -3 | Cc1c(C(=O)NC(C)CN2CCCCC2)oc2ccccc12 (stereo not drawn) |
| -6 | 1 | 5 | -20 | 1 | -2 | 2 | 4 | 0.8 | 1 | CCn1cc(C(=O)N[C@@H](CCSC)C(=O)NCCN2CCOCC2)c(=O)c2cc3c(cc21)OCO3 |
| 2 | -13 | 7 | -11 | 2 | -3 | -13 | 6 | -0.9 | 2 | Cc1ccc(CCC(=O)Nc2ccc(C#N)cc2)o1 |
| -1 | 0 | -1 | -1 | -2 | -1 | -18 | 7 | 0.1 | 3 | O=C1CCCc2oc3ccc(NS(=O)(=O)c4cccc5cccnc45)cc3c21 |
| -1 | -2 | 10 | -7 | 2 | -4 | 2 | -1 | -0.4 | 1 | CC(NC(=O)c1ccco1)C(=O)OC(C)C(=O)NCc1ccccc1 (stereo not drawn) |
| 0 | 2 | 1 | 2 | 0 | -3 | 0 | -1 | -0.2 | -5 | Cn1ccc(C(=O)N/N=C/c2ccccc2[N+](=O)[O-])n1 |
| 0 | -8 | 12 | 0 | -2 | 4 | 5 | -9 | 0.8 | 1 | Nc1ccc(C23CC4CC(CC(O)(C4)C2)C3)cc1 |
| 2 | 4 | 7 | 0 | 1 | 3 | 0 | 5 | -0.6 | -1 | CC(=C1C2C=CC1C1C(=O)NC(=O)C21)c1ccccc1 (stereo not drawn) |
| -2 | 0 | 4 | 2 | 0 | 1 | 1 | -7 | -0.3 | 4 | CC(C)N(C(=O)CSc1nnc(-c2ccc3c(c2)OCO3)n1C)C(C)C |
| -28 | -5 | -5 | -32 | -1 | -2 | -31 | 2 | 0.0 | -3 | O=C(O)c1ccc(COc2ccccc2/C=C2\NC(=O)N(Cc3ccccc3F)C2=O)cc1 |
| -9 | 5 | -2 | -13 | -2 | 4 | -18 | 0 | -0.7 | 5 | CCC(=O)Nc1ccccc1Sc1ncnc2scc(-c3ccccc3)c12 |
| -4 | -2 | -2 | -9 | 6 | 3 | 9 | -5 | -0.7 | 4 | CCOC(=O)C1=NOC2COC3(CCN(c4ncccn4)CC3)OCC12 (stereo not drawn) |
| 7 | 10 | 9 | 3 | -2 | 4 | 5 | 9 | -0.7 | -1 | Cc1ccc(S(=O)(=O)N(C)Cc2ccc(C(=O)NN=C3C4CC5CC(C4)CC3C5)cc2)cc1 |
| 1 | 0 | -1 | 1 | 0 | -2 | -6 | 5 | 0.5 | -6 | Clc1ccc(-c2nnc(-c3ccc4ccccc4c3)o2)cc1 |
| 0 | -7 | 0 | 2 | -3 | 2 | -6 | 9 | -0.3 | -1 | CCOc1ccc(NC(=O)C(C)N2C(=O)c3ccccc3S2(=O)=O)cc1 (stereo not drawn) |
| -2 | -1 | 6 | -3 | 17 | -3 | 1 | 13 | 0.1 | 2 | OCCOc1cccc(CN2CCC(CO)(CCOc3ccccc3)CC2)c1 |

13 entries out of the list, sorted by length of the SMILES, falling:
| PLC-gamma1 inh | Tn6 DDE FP | ARFGAP1 inhibitor | PLCb3 inh | UHRF1 binding | Rev-erbA mod | sPLA2-III inh | ASAP1 GAP inh | proKLK7 act | Tn7 DDE FP | molecule |
| --- | --- | --- | --- | --- | --- | --- | --- | --- | --- | --- |
| -6 | 1 | 5 | -20 | 1 | -2 | 2 | 4 | 0.8 | 1 | CCn1cc(C(=O)N[C@@H](CCSC)C(=O)NCCN2CCOCC2)c(=O)c2cc3c(cc21)OCO3 |
| 7 | 1 | 10 | 9 | 2 | -3 | 4 | 4 | 0.1 | -9 | Cc1ccc(N(C(=O)c2ccc(S(=O)(=O)N3CCCC3)cc2)C2C=CS(=O)(=O)C2)cc1 (stereo not drawn) |
| -28 | -5 | -5 | -32 | -1 | -2 | -31 | 2 | 0.0 | -3 | O=C(O)c1ccc(COc2ccccc2/C=C2\NC(=O)N(Cc3ccccc3F)C2=O)cc1 |
| -1 | 0 | -1 | -1 | -2 | -1 | -18 | 7 | 0.1 | 3 | O=C1CCCc2oc3ccc(NS(=O)(=O)c4cccc5cccnc45)cc3c21 |
| -2 | 0 | 4 | 2 | 0 | 1 | 1 | -7 | -0.3 | 4 | CC(C)N(C(=O)CSc1nnc(-c2ccc3c(c2)OCO3)n1C)C(C)C |
| -1 | -2 | 10 | -7 | 2 | -4 | 2 | -1 | -0.4 | 1 | CC(NC(=O)c1ccco1)C(=O)OC(C)C(=O)NCc1ccccc1 (stereo not drawn) |
| 0 | 2 | 1 | 2 | 0 | -3 | 0 | -1 | -0.2 | -5 | Cn1ccc(C(=O)N/N=C/c2ccccc2[N+](=O)[O-])n1 |
| -2 | -1 | 6 | -3 | 17 | -3 | 1 | 13 | 0.1 | 2 | OCCOc1cccc(CN2CCC(CO)(CCOc3ccccc3)CC2)c1 |
| 2 | 4 | 7 | 0 | 1 | 3 | 0 | 5 | -0.6 | -1 | CC(=C1C2C=CC1C1C(=O)NC(=O)C21)c1ccccc1 (stereo not drawn) |
| 1 | 0 | -1 | 1 | 0 | -2 | -6 | 5 | 0.5 | -6 | Clc1ccc(-c2nnc(-c3ccc4ccccc4c3)o2)cc1 |
| 2 | 5 | -4 | 0 | -3 | 0 | 4 | 0 | -0.6 | -3 | Cc1c(C(=O)NC(C)CN2CCCCC2)oc2ccccc12 (stereo not drawn) |
| 0 | -8 | 12 | 0 | -2 | 4 | 5 | -9 | 0.8 | 1 | Nc1ccc(C23CC4CC(CC(O)(C4)C2)C3)cc1 |
| 2 | -13 | 7 | -11 | 2 | -3 | -13 | 6 | -0.9 | 2 | Cc1ccc(CCC(=O)Nc2ccc(C#N)cc2)o1 |

High-throughput results as filed in PubChem BioAssay.
